KDM5B inhibitor: Primary screen for KDM5B Histone Demethylases FDH-coupled qHTS. KDM5B demethylase, FDH-coupled NADH fluorescence (FDH is formaldehyde dehydrogenase). Potency, µM (titrated, usually from 57.7 µM), for inactives: at the highest dose activity change, negative = inhibition, most hits filed as inhibitors. hit rate 2.6% among 220,000; active = well fitted inhibition curve with a large enough effect; inconclusive = small, poorly fitted or top-dose-only effect; inactive = no such curve, though single readings can be large or run the other way; also: 0% is about no effect; nearly all actives have a fitted effect of over 70% in size
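KDM5BΔAP (200 nM final) in 50 mM HEPES pH 7.5, 0.01% Tween-20 was preincubated 10 min at RT with compound over a concentration range. Substrate mix (H3K4me3 12.5 µM, α-KG 25 µM, Fe²⁺, ascorbate, NAD⁺, FDH) was added, and NADH fluorescence change over 30 min gave dose-response curves.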
Starred values were filed as active, the others as inactive; i = inactive; ? = inconclusive; [ ] = remark or other dose. Potency is read from the fitted curve at half-maximal effect. Some of the compounds tested, so the mix of outcomes need not match the whole.

SMILES	KDM5B inhibitor
O=C(NCc1ccccc1)c1ccc2c(=O)n3c(nc2c1)CCCCC3	0%
CCc1ccc(-n2nc(CO)c(C(=O)NCCCCc3ccccc3)n2)cc1	-13%
Cc1ccc(NC(=O)/C=C/c2ccco2)cc1F	15%
Cc1ccc(C)c(NC(=O)c2cc(S(=O)(=O)NCc3ccccc3)ccc2F)c1	-3%
O=C(c1cccnc1)N1CCC(N2C(=O)C(OCC3CC3)C23CCOCC3)CC1 (stereo not given)	17%
CC(C)c1nc2c(c(-c3ccc(Cl)cc3)n1)CCN(C(=O)c1ccccc1F)CC2	10%[115 µM]
CCOc1ccccc1CNC(=O)C1CCCN(S(=O)(=O)c2ccc3c(ccn3C)c2)C1 (stereo not given)	?
COc1cccc(NC(=O)[C@@H]2C[C@H](c3cccc(C(F)(F)F)c3)N(Cc3cnn(C)c3)C2)c1	-4%
CCc1ccc(C(C)NC(=O)c2ccc3c(c2)N(S(=O)(=O)c2ccccc2)CC3)cc1 (stereo not given)	5%
Cc1ccc(C(=O)N2CCC3(CC2)C(=NC2CCCCC2)NC(=O)N3c2cc(F)cc(F)c2)cc1	-8%[115 µM]
CCOC(=O)c1cc(S(=O)(=O)Nc2ccc(C)cc2Cl)[nH]n1	-29%
Cc1nc(-c2ccc(F)cc2)sc1CCNC(=O)c1ccco1	?
Cc1ccc(C(=O)NC(Nc2ccccc2F)C(=O)c2ccccc2)cc1 (stereo not given)	5%
CCCCCC1CCC(c2ccc(-c3ccc(OCCC)cc3F)nc2)CC1 (stereo not given)	0%
COc1cccc(CNC(=O)CCCn2c(=O)c3cccn3c3ccc(F)cc32)c1OC	?

2 entries from above, as labelled records:
SMILES: O=C(c1cccnc1)N1CCC(N2C(=O)C(OCC3CC3)C23CCOCC3)CC1 (stereo not given)
  KDM5B inhibitor = 17%

SMILES: Cc1ccc(NC(=O)/C=C/c2ccco2)cc1F
  KDM5B inhibitor = 15%

The listing continues.
SMILES	KDM5B inhibitor
Cc1ccc(N(C(=O)c2csnn2)C(C(=O)NC2CCCCC2)c2ccccn2)c(C)c1 (stereo not given)	32%[activator]
CCOc1ccccc1NC(=O)CCn1c(-c2ccc(OC)cc2)cc(C(C)=O)c1C	-2%
O=C(Nc1ccccc1F)c1cnc(N2CCCCC2)c2ccccc12	?
O=S(=O)(Nc1nc2ccccc2nc1Nc1cccc(C(F)(F)F)c1)c1cccs1	18%
CC(=O)c1ccc(NC(=O)C2CC3CCCC(C2)C3=O)cc1 (stereo not given)	-4%
CC(OC(=O)Cc1nn(C)c(=O)c2ccccc12)C(=O)NCc1ccccc1 (stereo not given)	-5%
CN(Cc1cnccn1)C(=O)c1cc(COc2ccc3c(c2)OCO3)[nH]n1	-16%
Cc1ccc(F)cc1NC(=O)Nc1cc(C(C)(C)C)nn1C	2%
CC(C)c1nn2c(=O)cc(COC(=O)c3ccccc3Cl)nc2s1	-12%
COC(=O)c1cccc(OCC(C)CN2CCC(C(O)(c3ccccc3)c3ccccc3)CC2)c1 (stereo not given)	23%
COc1cccc(NC(=O)Cn2c(=O)c(-c3noc(C)n3)c3n(c2=O)CCCCC3)c1	-15%
CN(C)C[C@@H]1CN(Cc2ccccc2)C[C@H]1NC(=O)c1ccn[nH]1	-16%
O=C1NC2(Cc3ccccc31)CN(C(=O)C1CCCCC1)C2	7%[149 µM]
COCCOc1ccc2c(n1)CCN(C(=O)c1ccc(OC)cc1)C2	-21%
Cc1cn2nc(C(=O)NCCc3ccccc3)cc2c(=O)[nH]1	-24%
Cc1ccc(C(=O)Nc2ccc3nc(SCC(=O)N4CCCc5ccccc54)sc3c2)cc1	?
O=C(c1nc(-c2cccc(C(F)(F)F)c2)c2ccccn12)N1CCOCC1	28µM*
Cc1cc(C)c(NC(=O)Cn2c(=O)c(-c3noc(C)n3)c3n(c2=O)CCCC3)c(C)c1	-6%
COc1ccc(NC(=O)C(C)n2nc(C)c3c(C)n(-c4ccccc4)nc3c2=O)cc1Cl (stereo not given)	-2%
CCOC(=O)c1ccc2c(c1)N(C(CC)C(=O)Nc1ccccc1OC)C(=O)c1ccccc1S2 (stereo not given)	-12%
O=C(c1ccc(-c2ccco2)cc1)N1CCOC(c2ccccc2)C1 (stereo not given)	28µM*
O[C@@H]1CCN(Cc2nc(C3(O)CCN(C4COC4)CC3)cs2)C1	-18%[86.2 µM]
COc1cc(C(=O)Nc2ccc(-n3c(C)nc4ccccc4c3=O)cc2)cc(OC)c1OC	-8%
COc1ccc(CNC(=O)CSc2nc(-c3cccs3)nc3ccccc23)cc1	11%
COC(=O)N1CCN(c2nc3ncccc3o2)CC1	?
Cc1nnnn1-c1cccc(C(=O)N2CCCC3(CC2)CNC(=O)O3)c1 (stereo not given)	-6%
CCCCN(CC)CCNC(=O)c1cn(CCOC)c(=O)c2c1c1ccccc1n2C	?
CN1CCCCC(CC(=O)Nc2ccc(F)c(F)c2)C1=O (stereo not given)	0%
O=C(c1ccccc1C(F)(F)F)N1CCC(CO)(CN2CCCC2)CC1	19%
Cc1nn(C)c(C)c1CCC(=O)N1C[C@@H](Oc2cccnc2)C[C@H]1C(=O)NC1CC1	10%

Pulled by compound from above (three):
SMILES	KDM5B inhibitor
COC(=O)N1CCN(c2nc3ncccc3o2)CC1	?
CCOC(=O)c1ccc2c(c1)N(C(CC)C(=O)Nc1ccccc1OC)C(=O)c1ccccc1S2 (stereo not given)	-12%
O[C@@H]1CCN(Cc2nc(C3(O)CCN(C4COC4)CC3)cs2)C1	-18%[86.2 µM]

Next structures
SMILES	KDM5B inhibitor
CN1C(=O)C(c2ccccc2)CC12CCN(S(C)(=O)=O)CC2 (stereo not given)	17%
O=C1N(Cc2ccccc2)c2ccccc2C12CCN(Cc1ccccc1)C2 (stereo not given)	-15%
O=C1CCN(Cc2cccc(F)c2)CCCC(C(=O)NCc2ccncc2)CCN1 (stereo not given)	?
O=C(C1CCCC1)N1CC2(CCNC2)OCc2ccccc21 (stereo not given)	7%[149 µM]
CCc1cccc(NC(=O)Cn2c(=O)c(C(F)(F)F)nc3ccccc32)c1	-13%
CCn1cnnc1CC1CCNC1 (stereo not given)	19%
Cc1cc(C)nc(NS(=O)(=O)c2ccc(NC(=O)C3CC3)cc2)n1	21%
C=CCNC(=O)N1CCC(C2CCN(Cc3cccc(F)c3F)CC2)C1 (stereo not given)	-11%
CC(=O)Nc1cccc(S(N)(=O)=O)c1C	4%
CCn1c(COc2cccc3cccnc23)nnc1SCC(=O)O	-14%
Cc1ccccc1C(=O)N1C(C(=O)N2CCOCC2)COC12CCC(C)CC2 (stereo not given)	4%
Cn1nnnc1-c1cccc(NS(=O)(=O)c2ccc(F)cc2F)c1	-1%
O=C(O)C(Cc1ccc(O)cc1)NC(=O)C(c1ccccc1)c1ccccc1 (stereo not given)	20%
O=C(Cn1ccn2nc(-c3ccccc3)c(CO)c2c1=O)N1CCN(c2ccccc2F)CC1	-11%
O=C(NCc1ccccc1)c1cc2c(s1)CCN(C(=O)c1ccccc1)C2	-23%
CC1Oc2ccc(NC(=O)Cc3ccccc3)cc2CN(Cc2ccc(Cl)cc2)C1=O (stereo not given)	-7%
Cc1ccc(C(C)(C)c2ccc(C(=O)O)cc2)cc1C	12%
CCc1ccccc1N(C(C)=O)c1nc(CSc2nnc(C3CC3)n2C2CC2)cs1	2%
Cn1c(CSc2ccccc2)nc2c1c(=O)[nH]c(=O)n2C	22%
Cc1cc(C)c2c(-n3cccc3)c(C(=O)NCC(C)c3ccccc3)sc2n1 (stereo not given)	2%
COCCNC(=O)NC[C@H]1O[C@@H]2C[C@@H](CC(=O)NCc3cnn(C)c3)O[C@@H]2[C@@H]1O	14%[86.2 µM]
COc1cc(NC(=O)Cn2ccn(Cc3ccccc3OC)c(=O)c2=O)cc(OC)c1	?
CCN(CC)S(=O)(=O)c1ccc2oc(C(=O)N(C)Cc3ccccc3)c(C)c2c1	-5%
CN(C)CCNc1oc(-c2ccc(S(=O)(=O)N3CCCCCC3)cc2)nc1C#N	i
CCOC(=O)Cn1cc(Cl)c(=O)c(Cl)c1	26%
CC(=O)Nc1nonc1-c1nnc(SCC(=O)Nc2ccc(C)c(Cl)c2)n1-c1ccccc1	8%
Cn1cccc1C1CCCCCN1S(=O)(=O)c1ccc(S(=O)(=O)N2CCCC2)cc1 (stereo not given)	-2%
CCOc1ccccc1/C=C/C(=O)c1cccc(O)c1	-10%
CC(C)CN1C(=O)c2cccn2CC1C(=O)NC1CCCC1 (stereo not given)	?
Cc1ccc(-c2cnc(CCC(=O)Nc3nccs3)o2)cc1C	14%
O=C(O)c1cc(-c2cccc([N+](=O)[O-])c2)nc2ccccc12	23%
Cn1cccc1/C=N/NC(=O)c1ccccn1	-11%
CCCc1cc(=O)n2[nH]c(NC(=O)Cc3ccccc3)nc2n1	11%
O=C(O)c1ccc(CN2C[C@@H](F)[C@@H](OCc3nc4ccc(C(F)(F)F)cc4[nH]3)C2)cc1	-27%
O=C(NC1CCN(c2cc(-c3cccs3)[nH]n2)CC1)c1ccc(F)cc1Cl	?
Cc1ccc2c(ccn2CCNC(=O)C[C@H]2NC(=O)c3ccccc3NC2=O)c1	6%
Cc1ccc2nc(NC(=O)CCn3c(=O)n(C)c4ccccc43)sc2c1	0%
O=C(Cc1cccs1)NC1CCc2nnc(C3CC3)n2CC1 (stereo not given)	3%
CCOc1ccc2ncc(C#N)c(Nc3cc(OC)c(OC)c(OC)c3)c2c1	-2%
CCOc1ccccc1C(=O)N1CCC(c2n[nH]c(=O)n2-c2ccccc2)CC1	2%
COc1ccc2c(C)c(-c3cccc4ccccc34)c(=O)oc2c1	?
COC(=O)c1ccc(COc2ccccc2Br)cc1	9%
COCC1CN(C(=O)CCc2cccc(OC)c2)CC12CCNCC2 (stereo not given)	-14%
CCC(CC)C(=O)NC1CC(=O)N(c2ccc(OC)c(OC)c2)C1 (stereo not given)	9%
COc1ccc(-c2nnc3n2CCN(C(=O)c2cccc(Cl)c2)C3)cc1	-9%

A few values from the list:
`CCC(CC)C(=O)NC1CC(=O)N(c2ccc(OC)c(OC)c2)C1` (stereo not given) in KDM5B inhibitor has 9%
`CCOc1ccc2ncc(C#N)c(Nc3cc(OC)c(OC)c(OC)c3)c2c1` in KDM5B inhibitor has -2%
`CCOc1ccccc1C(=O)N1CCC(c2n[nH]c(=O)n2-c2ccccc2)CC1` in KDM5B inhibitor has 2%
`COc1ccc(-c2nnc3n2CCN(C(=O)c2cccc(Cl)c2)C3)cc1` in KDM5B inhibitor has -9%
`Cn1cccc1/C=N/NC(=O)c1ccccn1` in KDM5B inhibitor has -11%
`Cc1ccc2nc(NC(=O)CCn3c(=O)n(C)c4ccccc43)sc2c1` in KDM5B inhibitor has 0%

(continued)
SMILES	KDM5B inhibitor
COc1cccc(NC(=O)CCc2ncc(-c3ccc(C)cc3)o2)c1	5%
CCN1CCC(CCNC(=O)C2CCCN(Cc3ccncc3)CCC(=O)NCC2)CC1 (stereo not given)	-4%
N#Cc1cccc(NC(=O)C2(c3ccc(Cl)cc3)CCC2)c1	-12%
COCC(=O)N[C@@H]1CN(Cc2cccc(C#N)c2)CC[C@@H]1c1n[nH]c(C)n1	-24%
CCn1cnc2c1c(=O)n(CC(=O)c1cc(C)n(CCOC)c1C)c(=O)n2Cc1ccccc1	2%
CN(CC(=O)N1CCCC1)S(=O)(=O)c1cccc(Cl)c1	-11%
CN(Cc1ccco1)C(=O)c1cc(-c2cccs2)nc2ccccc12	?
O=C(COC(=O)CCNS(=O)(=O)c1ccc(F)c(Cl)c1)Nc1ccc(Cl)cc1Cl	4%
C[C@@H]1C(=O)O[C@H]2[C@H]1CC[C@@]1(C)Cc3sc(Nc4ccc(O)cc4)nc3[C@@H](C)[C@H]21	?
COc1cccc(CN2C[C@@H](CO)[C@H](c3nc(C)no3)C2)c1OC	-1%
COCCN1CCNc2nc(COc3cccc(C(F)(F)F)c3)n(Cc3ccccc3)c2C1=O	-8%
O=C(Cc1ccc(N2CCCC2=O)cc1)N1CCN(C(=O)C2CC2)CC1	16%
Cc1ccc(C)c(Cn2c(CCCNC(=O)C3CCCCC3)nc3ccccc32)c1	14%
COc1ccc(CNC(=O)COCc2cc(-c3cccs3)on2)cc1OC	1%
CN(CCc1ccccc1)CCN1CC2(CCN(c3ncccc3C#N)CC2)OC1=O	32µM*
COc1cccc(CN2CCOC3(CCN(Cc4cccc(Cl)c4)CC3)C2=O)c1	-7%[86.2 µM]
COc1ccc(CCC(=O)OCc2csc(CC(=O)Nc3ccccc3C)n2)cc1	20%
CCCOCC(=O)N1CCCC(c2cc(N3CCOCC3)nc(C)n2)C1 (stereo not given)	16%
COc1cc(C2CC(=O)Nc3nc(N4CCCCC4)sc32)ccc1OCC(N)=O (stereo not given)	?
O=c1[nH]nc(SCCS(=O)(=O)c2ccc(F)cc2)n1-c1ccccc1C(F)(F)F	20%
COc1cccc(CC(=O)N[C@@H]2CN(c3ncccn3)C[C@H]2CO)c1	25µM*
Cc1cnc(C(=O)N[C@@H]2CCC[C@@H]2C(=O)NCc2ccc(C(C)C)cc2)cn1	-16%
COCCN1C[C@H]2CN(Cc3ncc[nH]3)CCN2C1=O	23%[115 µM]
CN1[C@@H](CCC(=O)NCc2ccc(F)cc2)CNC(=O)[C@@H]2[C@H]1CCN2Cc1ccc(O)cc1	-31%
Cc1nc([C@@H]2CN(C(=O)c3ccc4ncccc4c3)C[C@H]2C(N)=O)n[nH]1	-5%
COCCNc1ncnc2c1CN(C1CCNC1)C(=O)CN2C (stereo not given)	-21%[149 µM]
COc1cc(NC(=O)CN2C(=O)COc3ccc(S(=O)(=O)N4CCCCC4)cc32)cc(OC)c1	-21%

Screens (PubChem BioAssay)
